Bioassay records deposited in PubChem BioAssay by NMMLSC.
Bcl-B Bim block: disrupts Bim peptide binding to human Bcl-B. Q9HD36. bead-based flow cytometry. inhibition, % at 10 µM. 190,000 tested, 0.073% active;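 also: 0% = tracer peptide without compound and 100% = reference inhibitor peptide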
Target sequence (Q9HD36 whole entry, looked up): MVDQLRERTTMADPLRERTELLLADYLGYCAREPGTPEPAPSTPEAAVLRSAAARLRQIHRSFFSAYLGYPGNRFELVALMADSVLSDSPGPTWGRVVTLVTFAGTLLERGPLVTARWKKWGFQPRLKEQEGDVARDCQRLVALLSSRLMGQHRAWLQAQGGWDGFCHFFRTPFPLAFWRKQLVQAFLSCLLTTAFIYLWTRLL
Rac1 mut GTP: human Rac1 activated mutant GTP binding change; P63000; GST-Rac1 activated beads, fluorescent GTP binding, flow cytometry; actives lie on both sides; 100% means binding = to untreated wells; percent activity (GTP binding), % at 10 µM; 190,000 tested, 0.11% active;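 active = GTP binding at least 20 percentage points away from the 100% baseline, in either direction, so actives lie on both sides; inconclusive = Compound likely fluorescent itself, or too few beads counted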
HRas wt GTP: changes GTP binding to wildtype human HRas; P01112; GST-Ras wt beads, Bodipy-FL-GTP binding, flow cytometry; actives lie on both sides; 190,000 tested, 0.14% active; AID 759; GTP binding activity, % at 10 µM;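 active = GTP binding activity at least 20% away from the 100% baseline, either lowered as inhibitor or raised as activator; inconclusive = flagged as likely green fluorescent, judged across all proteins in the well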;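 also: 0% = unlabeled GTP competition control and 100% = no-compound control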
Target sequence (P01112 whole entry, looked up): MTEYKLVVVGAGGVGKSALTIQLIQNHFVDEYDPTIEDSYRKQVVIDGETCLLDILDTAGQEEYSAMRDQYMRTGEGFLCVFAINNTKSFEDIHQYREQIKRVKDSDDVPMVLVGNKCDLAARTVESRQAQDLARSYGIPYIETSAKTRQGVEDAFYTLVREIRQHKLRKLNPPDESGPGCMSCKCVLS
Rab7 wt modul: modulators of GTP binding to dog Rab7 wildtype GTPase. 190,000 tested, 0.055% active. AID 758. GTP binding activity (percent of control), % at 10 µM. GST-Rab7 beads, fluorescent GTP binding, flow cytometry; actives lie on both sides; untreated = 100%, excess cold GTP = 0%;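 active = fluorescent GTP binding to Rab7 beads changed by at least 20 points from the 100% baseline, either direction, mostly lower; inconclusive = compound itself probably fluorescent, or too few beads counted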;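 also: median green fluorescence of bound Bodipy-FL-GTP per Rab7 bead population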
Rac1 wt modul: modulators of human Rac1 wildtype GTP binding. GST-Rac1 beads, fluorescent GTP binding, flow cytometry; actives lie on both sides; 0 = cold GTP competed, 100 = untreated. 190,000 tested, 0.27% active. P63000. GTP binding activity (% of control), % at 10 µM. AID 757;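 active = GTP binding activity at least 20 points away from the 100% control level, either lower or higher; inconclusive = compound flagged as likely green fluorescent, judged across all proteins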
Cdc42 wt GTP: changes GTP binding to wildtype human Cdc42 | AID 761 | percent activity (GTP binding), % at 10 µM | 190,000 tested, 0.2% active | P60953 | GST-Cdc42 beads, Bodipy-GTP binding, flow cytometry; actives lie on both sides;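 active = percent activity GTP binding at least 20 points away from the 100% baseline, either down as inhibitor or up as activator; inconclusive = compound flagged as likely green fluorescent from well-wide comparison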;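 also: median bead fluorescence of bound Bodipy-FL-GTP at 100 nM; 0% = excess unlabeled GTP control and 100% = no compound control; below 100% means less GTP binding so inhibitor and above means activator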
Target sequence (P60953 whole entry, looked up): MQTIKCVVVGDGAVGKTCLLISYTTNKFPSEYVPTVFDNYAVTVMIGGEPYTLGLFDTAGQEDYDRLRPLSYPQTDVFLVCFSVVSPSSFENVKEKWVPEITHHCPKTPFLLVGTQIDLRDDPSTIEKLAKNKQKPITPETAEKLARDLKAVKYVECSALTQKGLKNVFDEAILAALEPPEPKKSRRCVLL
Bcl-XL Bim block: disrupts Bim peptide binding to human Bcl-XL | Q07817 | bead flow cytometry, fluorescence | inhibition, % at 10 µM | 190,000 tested, 0.04% active
Bim-Bcl-W: disrupts Bim peptide binding to human Bcl-W | inhibition, % at 10 µM | bead-based flow cytometry | Q92843 | 190,000 tested, 0.02% active | AID 952;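 also: 0% = bound tracer without compound and 100% = peptide blocker; higher means less fluorescent Bim peptide bound to Bcl-W beads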
Rab2 wt GTP: changes GTP binding to wildtype dog Rab2A, up or down; GST-Rab2 wt beads, Bodipy-GTP binding, flow cytometry; GTP binding activity, % at 10 µM; 190,000 tested, 0.19% active; AID 760;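 active = GTP binding activity at least 20 points away from 100%, either lowered or raised; inconclusive = signal likely due to the compound's own green fluorescence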;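 also: 0% = beads with excess unlabeled GTP and 100% = no-compound control corrected for plate trend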
Bim-Bfl-1: human Bim-Bfl-1 interaction inhibition. Q16548. Bead-based flow cytometry, Bim-Bfl-1 binding inhibition. inhibition, % at 10 µM. 190,000 tested, 0.12% active. AID 1008;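 also: 0% = wells without compound plus tracer and 100% = blocker peptide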
Bim-Bcl-2: inhibitors of Bim-Bcl-2 interaction, human. Bead-based flow cytometry, Bim peptide-Bcl-2 binding. P10415. 190,000 tested, 0.06% active. AID 950. inhibition, % at 10 µM; in the data active = inhibition above about 40%; inconclusive = no clear call, values can overlap the other calls;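 also: 0% = no compound wells with probe peptide and 100% = reference peptide inhibitor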
Target sequence (P10415 whole entry, looked up): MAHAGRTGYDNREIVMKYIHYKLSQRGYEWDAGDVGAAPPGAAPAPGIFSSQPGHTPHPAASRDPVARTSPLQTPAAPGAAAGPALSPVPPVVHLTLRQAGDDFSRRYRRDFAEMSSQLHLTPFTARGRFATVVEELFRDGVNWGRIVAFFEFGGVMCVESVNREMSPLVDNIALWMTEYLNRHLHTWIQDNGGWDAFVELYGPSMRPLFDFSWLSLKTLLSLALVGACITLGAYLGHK
* = called active by the depositor; ? = inconclusive; & = joins results of further samples. Rule as the data show it, unless noted: active = inhibition above about 40%.

SMILES	Bcl-B Bim block	Rac1 mut GTP	HRas wt GTP	Rab7 wt modul	Rac1 wt modul	Cdc42 wt GTP	Bcl-XL Bim block	Bim-Bcl-W	Rab2 wt GTP	Bim-Bfl-1	Bim-Bcl-2
CCCCn1c(CN2CCN(c3ccc(F)cc3)CC2)nc2c1c(=O)n(C)c(=O)n2C	-2	98	98	99	98	102	-2	3	100	-6	-8
O=C(NCC1CCCO1)c1csc2c1CCCCC2 (stereo not given)	1	101	108	106	104	107	0	0	107	0	2
Cc1c(C(=O)OC(C)C)sc(NC(=O)C2CCCO2)c1C(=O)OC(C)C (stereo not given)	0	98	100	101	100	99	-4	0	100	0	-1
CC(=O)NCC(=O)NC(C(=O)Nc1ccc2c(c1)OCCO2)c1ccccc1 (stereo not given)	-4	99	99	99	103	99	-3	-3	100	-11	-7
O=c1c2ccccc2nc(-c2ccco2)n1Cc1ccccc1	-5	100	104	98	112	101	-2	1	102	-5	-6
Cc1c(NC(=O)NC2CCCCC2)cccc1[N+](=O)[O-]	-5	95	97	94	100	95	-1	0	95	-5	-4
O=C(O)CCCN=Cc1c(O)c2ccccc2oc1=O	0	97	94	94	98	98	0	2	97	-3	0
Cc1ccc2nc(-c3ccc(NC(=O)CN4C(=O)NC(C)(c5ccc(OC(F)F)cc5)C4=O)cc3)sc2c1 (stereo not given)	-8	100	101	101	103	100	-9	-8	98	-5	-11
COc1ccc(/C=C2\Sc3ccc(C(=O)N4CCc5ccccc5C4)cc3N(C)C2=O)cc1	-17	95	96	99	97	97	-21	-14	95	-13	-11
Cc1cccc(Nc2cnn(C34CC5CC(CC(CC(=O)O)(C5)C3)C4)c(=O)c2Cl)c1	-6	98	100	100	100	97	-14	2	100	-10	-7
COc1ccc(/C=N/NC(=O)c2cccnc2)cc1CN1CCN(c2ccc(F)cc2)CC1	0	93	94	96	95	96	0	0	95	0	-1
Cc1cc(C)cc(Oc2ncnc3c2ncn3Cc2c(Cl)cccc2Cl)c1	-8	99	100	101	104	98	-5	-2	100	-17	-5
NC(=O)c1ccc(NCC2COc3ccccc3O2)c([N+](=O)[O-])c1 (stereo not given)	-7	96	94	96	95	95	-3	-5	94	1	-1
CCNc1nc(NCC)n2c(SCc3nc4ccccc4c(=O)[nH]3)nnc2n1	-7	91	91	94	92	91	-2	0	92	-9	-2
Clc1cccc(-c2nnc(SCc3nc4ccccc4[nH]3)n2Cc2ccco2)c1	-9	101	101	96	110	107	-6	1	101	-10	-9
Cc1c(C(=O)Nc2ccccc2Cl)oc2ccc(S(=O)(=O)N3CCC4(CC3)OCCO4)cc12	-1	97	100	101	100	100	0	-3	99	-1	-2
COC(=O)C1(C(O)C(=O)c2ccc(C)cc2C)CCCCC1 (stereo not given)	-10	95	96	93	93	95	-6	-4	95	-7	-10
Cc1cccc(-c2noc(CN(C(C)C)S(=O)(=O)c3ccc(F)cc3)n2)c1	-15	90	94	93	89	91	0	-4	89	-17	-13
C/C(=C\C(=O)c1ccc(Cl)s1)N(C)C	-2	93	91	99	97	96	-1	0	99	-4	-1
O=C(Oc1ccccc1[N+](=O)[O-])c1cccnc1	-7	92	98	98	97	96	-13	0	96	-12	-7

Next section; it opens with the seven that closed the last part.
SMILES	Bcl-B Bim block	Rac1 mut GTP	HRas wt GTP	Rab7 wt modul	Rac1 wt modul	Cdc42 wt GTP	Bcl-XL Bim block	Bim-Bcl-W	Rab2 wt GTP	Bim-Bfl-1	Bim-Bcl-2
CCNc1nc(NCC)n2c(SCc3nc4ccccc4c(=O)[nH]3)nnc2n1	-7	91	91	94	92	91	-2	0	92	-9	-2
Clc1cccc(-c2nnc(SCc3nc4ccccc4[nH]3)n2Cc2ccco2)c1	-9	101	101	96	110	107	-6	1	101	-10	-9
Cc1c(C(=O)Nc2ccccc2Cl)oc2ccc(S(=O)(=O)N3CCC4(CC3)OCCO4)cc12	-1	97	100	101	100	100	0	-3	99	-1	-2
COC(=O)C1(C(O)C(=O)c2ccc(C)cc2C)CCCCC1 (stereo not given)	-10	95	96	93	93	95	-6	-4	95	-7	-10
Cc1cccc(-c2noc(CN(C(C)C)S(=O)(=O)c3ccc(F)cc3)n2)c1	-15	90	94	93	89	91	0	-4	89	-17	-13
C/C(=C\C(=O)c1ccc(Cl)s1)N(C)C	-2	93	91	99	97	96	-1	0	99	-4	-1
O=C(Oc1ccccc1[N+](=O)[O-])c1cccnc1	-7	92	98	98	97	96	-13	0	96	-12	-7
Cc1ccc(-n2c(C)cc(C(=O)COc3cccnc3[N+](=O)[O-])c2C)cc1	6	102	101	101	103	98	5	4	97	-1	5
CC(=O)c1c(C)[nH]c(C(=O)COC(=O)CCCOc2ccccc2)c1C	1	95	99	109	98	98	0	-1	99	-1	0
COc1ccc(CNC(=O)Cn2nc(Cc3cccnc3)c3ccccc3c2=O)cc1	-4	101	101	94	105	102	-3	1	99	-11	-4
FC(F)(F)c1cc(C(F)(F)F)n2nc(-c3sccc3-n3cccc3)cc2n1	-6	100	102	100	104	103	-7	2	102	-14	-4
COCCN1C=C(C(=O)OC)C(c2ccccc2C(F)(F)F)C(C(=O)OC)=C1	-8	102	104	104	106	101	-4	0	103	-21	-12
O=C(CSc1nnc(COc2cccc3cccnc23)o1)N1CCCC1	-3	97	97	98	99	97	-1	-1	98	-4	-7
COc1cccc(C2CC(=O)N3CN(c4ccccc4F)CSC3=C2C#N)c1 (stereo not given)	-7	99	99	100	101	100	-1	-3	98	-4	-2
CC1=NN(C(C#N)c2cccc([N+](=O)[O-])c2)C(C)(C)C1 (stereo not given)	0	99	95	99	99	100	1	0	97	2	5
Cc1cc2occ(CC(=O)NC3CCCc4ccccc43)c2cc1C (stereo not given)	-7	104	104	99	105	103	-5	-5	103	-14	-7
O=C(Nc1ccc(Oc2ccc(S(=O)(=O)N3CCOCC3)cn2)cc1)c1ccco1	-3&-3	94	99	101&96	98&104	98&104	0&0	-1&-3	97	-2&-5	-3&-3
CC(=O)c1cc(-c2ccccc2)n(CC(=O)N2CCC(C)CC2)c1C	-4	96	103	98	104	98	-4	-3	100	0	0
CCOC(=O)c1cc(-c2ccc(C)cc2)n(CCC(=O)NCCN(C)C)c1C	-11	101	102	101	103	102	-5	0	102	-13	-12
O=C(c1ccccc1NS(=O)(=O)c1ccc(F)cc1)N1CCCC1	-9	97	97	100	98	98	-13	-1	99	-16	-14
O=C(CNc1cccc(Cl)c1)NNC(=S)NCc1ccccc1	-44	99	101	106	102	101	-3	0	100	3	5
O=C(c1cc2sccc2n1Cc1ccc(F)cc1)N1CCCc2ccccc21	-3	99	101	91	103	101	-7	-9	98	-2	-4
OCCSc1ncnc2c1oc1ccccc12	0	101	102	99	108	104	-4	-4	101	-9	-5
Cc1cccc(NC(=O)CSc2nnc(-c3ccco3)c(-c3ccco3)n2)c1	-3	92	91	92	90	94	0	3	91	25	4
CCOc1ccc2[nH]cc(S(=O)(=O)c3ccc(F)cc3)c(=O)c2c1	3	94	93	91	96	96	10	9	93	5	4
COc1cc(C(=O)Nc2ccccc2C2COC(=O)C2=N)cc(OC)c1OC (stereo not given)	-10	98	98	105	101	99	-4	-6	104	-3	-9
Cn1c(Cn2cnc([N+](=O)[O-])n2)nnc1SCC(=O)Nc1ccccc1	-5	100	101	102	106	104	-3	0	100	-17	-9
COc1cc(C2NC(=O)NC(O)(C(F)(F)F)C2C(=O)c2ccc(Cl)cc2)ccc1O (stereo not given)	-3	102	101	100	104	102	-6	-4	99	-1	-1
Cc1cc(=O)oc2ccc(OCC(=O)N3CCC(C)CC3)cc12	-5	?	?	?	?	?	1	2	?	-7	3
COc1ccc(C(=O)OCC(N)=O)cc1[N+](=O)[O-]	-8	98	99	98	106	103	-5	-1	98	-11	-17
COC(=O)c1c(CSc2ccc(C)c(C)c2)noc1C(=O)NCc1ccc(OC)cc1	-7	94	97	96	100	98	-3	1	94	-5	-8
O=C(CN(Cc1ccccc1Cl)C(=O)Cn1nnc(-c2cccs2)n1)NCC1CCCO1 (stereo not given)	-1	98	103	98	103	104	0	0	99	0	-1
COC(=O)C1(NC(=O)NC23CC4CC(CC(C4)C2)C3)CCCCC1	1	93	94	97	97	97	-1	0	95	-2	-2
Cc1ccccc1OCCCCCNCCO	-13	101	105	107	109	108	-2	5	110	-7	-7
O=C(NCc1ccco1)c1cc(-c2ccco2)on1	-8	100	102	99	107	105	-10	-3	101	-19	-9
c1ccc(C(c2nnnn2Cc2ccco2)N2CCN(c3nc4ccccc4s3)CC2)cc1 (stereo not given)	-7	98	98	95	104	98	-5	-6	99	-6	14
Cc1nnc(SCc2cn3ccsc3n2)n(N)c1=O	-8	101	101	104	106	102	-7	-2	102	-19	-11
O=[N+]([O-])c1ccc(-n2nnnc2-c2ccccc2)cc1	-1	95	96	100	101	96	-1	0	99	0	1
CSc1ccccc1C(=O)NCc1ccccc1	0	92	92	96	92	92	-3	-6	95	1	-2
COc1ccc(-c2nc3n(c(=O)c2C#N)CCS3)cc1OC	-7	95	98	102	97	97	-1	-4	96	-5	-3

Compounds were not picked by outcome (roughly 0.62% active in at least one column).
